Pol beta inh: DNA polymerase beta (human) inhibition; P06746; AID 485314; Pol beta primer extension/strand displacement, fluorescence kinetic; hit rate 1.3% among 340,000; Potency, µM (titrated, usually from 114 µM), inactives show top-dose activity change, negative = inhibition, actives largely listed as inhibitors; further: on the % scale 0 is the no-effect control and ±100 the full control effect
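Enzyme-only controls used 10 nM Pol beta; buffer lacking enzyme served as negative control. Compound preincubated 15 min, then 50 nM substrate added; 0 and 10 min reads at room temperature.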
G9a block: inhibitors of human histone lysine methyltransferase G9a; Q96KQ7; G9a H3K9 monomethylation, AlphaScreen, 2 h; Potency, µM (titrated, usually from 102 µM), without a hit: top-dose activity, negative = inhibition, hits mostly inhibitors; hit rate 8.8% among 350,000; AID 504332; further: on the % scale 0 is the no-effect control and ±100 the full control effect; nearly all actives have a fitted effect of over 75% in size
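Step 1: enzyme (final 20 nM) with compound, 15 min RT. Step 2: substrate peptide 500 nM and SAM 20 uM, 2 h RT. Step 3: anti-H3K9me1 antibody and AlphaScreen beads, 10 min, then plate read.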
POLI inh: inhibitors of human DNA polymerase iota | Pol iota fluorescent replication assay, 10 min | Potency, µM (top dose mostly 115 µM), for the others: at the highest dose activity, negative = inhibition, actives largely listed as inhibitors | Q9UNA4 | hit rate 1% among 390,000
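Pol iota at 10 nM preincubated 15 min with compounds at room temperature; reaction started with fluorescent substrate, 50 nM final. Fluorescence read kinetically at 0 and 10 min; buffer-only wells as negative control.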
Pol eta inh: blocks human DNA polymerase eta activity; recombinant Pol eta, fluorescent DNA replication assay; Q9Y253; hit rate 1.2% among 390,000; Potency, µM (titrated, usually from 114 µM), for inactives: at the top dose activity change, negative = inhibition, hits mostly inhibitors; further: on the % scale 0 is the no-effect control and ±100 the full control effect
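Fluorescent replication assay: 50 nM final substrate added after a 15 min room-temperature compound preincubation with 10 nM enzyme. Signal taken at 0 min and again at 10 min.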
Apoferritin bind: candidate novel general anesthetic via apoferritin binding; Potency, µM (series often up to 77.5 µM), without a hit: at the highest dose activity change, negative = displacement, most hits filed as inhibitors; AID 485281; apoferritin/1-aminoanthracene competitive binding, fluorescence; hit rate 0.074% among 350,000; further: on the % scale 0 is the no-effect control and ±100 the full control effect; nearly all actives have a fitted effect of over 20% in size
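Horse-spleen apoferritin (10 uM) was mixed with 50% saturated 1-aminoanthracene in PBS, exposed to compounds for 10 min at room temperature, and read for fluorescence (ex 380 nm, em 535 nm). Competitive displacement was fitted with a four-parameter Hill equation.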
BLM helicase inh: blocks DNA unwinding by human BLM helicase | P54132 | recombinant BLM DNA unwinding, fluorescence dequenching | Potency, µM (titrated, usually from 56.1 µM), without a hit: at the top dose activity change, negative = inhibition, hits mostly inhibitors | hit rate 0.2% among 350,000 | AID 2528;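 further: plate controls were vehicle for no effect and no enzyme for full effect; nearly all actives have a fitted effect of over 35% in size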
Target sequence (P54132 whole entry, looked up): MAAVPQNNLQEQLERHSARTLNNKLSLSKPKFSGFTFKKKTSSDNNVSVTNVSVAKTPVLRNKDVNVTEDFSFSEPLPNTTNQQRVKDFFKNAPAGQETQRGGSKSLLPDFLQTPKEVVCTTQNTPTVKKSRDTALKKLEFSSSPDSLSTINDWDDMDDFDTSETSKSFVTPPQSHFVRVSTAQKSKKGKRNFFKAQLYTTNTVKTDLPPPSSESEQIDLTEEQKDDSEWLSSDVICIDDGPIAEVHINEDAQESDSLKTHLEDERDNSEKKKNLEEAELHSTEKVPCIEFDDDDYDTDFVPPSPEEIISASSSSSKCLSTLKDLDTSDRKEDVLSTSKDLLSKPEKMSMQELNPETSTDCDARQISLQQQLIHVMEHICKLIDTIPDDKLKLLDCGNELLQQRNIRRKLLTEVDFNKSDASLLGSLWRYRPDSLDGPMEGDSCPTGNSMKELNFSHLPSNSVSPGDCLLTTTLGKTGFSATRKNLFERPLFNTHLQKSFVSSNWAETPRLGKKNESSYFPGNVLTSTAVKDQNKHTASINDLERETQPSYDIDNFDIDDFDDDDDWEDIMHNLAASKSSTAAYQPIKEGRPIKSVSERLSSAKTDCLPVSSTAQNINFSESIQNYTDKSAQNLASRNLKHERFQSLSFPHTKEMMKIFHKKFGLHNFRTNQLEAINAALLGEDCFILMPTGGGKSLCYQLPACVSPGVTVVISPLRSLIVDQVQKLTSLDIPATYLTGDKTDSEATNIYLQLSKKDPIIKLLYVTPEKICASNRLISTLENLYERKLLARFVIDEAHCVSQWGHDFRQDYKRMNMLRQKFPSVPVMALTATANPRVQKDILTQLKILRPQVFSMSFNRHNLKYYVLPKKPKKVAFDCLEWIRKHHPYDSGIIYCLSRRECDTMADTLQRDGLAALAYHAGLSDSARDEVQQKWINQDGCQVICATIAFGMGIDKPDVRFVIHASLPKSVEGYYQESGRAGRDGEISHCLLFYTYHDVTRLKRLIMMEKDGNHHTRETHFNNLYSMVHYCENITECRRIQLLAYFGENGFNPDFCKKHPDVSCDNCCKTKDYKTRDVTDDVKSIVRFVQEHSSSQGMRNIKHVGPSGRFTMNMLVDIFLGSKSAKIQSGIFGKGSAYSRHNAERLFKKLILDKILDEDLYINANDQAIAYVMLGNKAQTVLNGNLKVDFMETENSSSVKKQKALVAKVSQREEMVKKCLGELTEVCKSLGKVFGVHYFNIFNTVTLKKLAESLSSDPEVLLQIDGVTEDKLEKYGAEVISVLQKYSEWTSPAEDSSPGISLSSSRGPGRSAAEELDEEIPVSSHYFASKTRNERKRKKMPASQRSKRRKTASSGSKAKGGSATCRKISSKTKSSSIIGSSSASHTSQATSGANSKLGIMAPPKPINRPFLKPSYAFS
POLK inh: DNA polymerase kappa (human) inhibition; Q9UBT6; purified Pol kappa, fluorescent DNA synthesis assay, 10 min; Potency, µM (titrated, usually from 107 µM), for the others: at the top dose activity, negative = inhibition, hits mostly inhibitors; hit rate 0.53% among 400,000; AID 588579; further: on the % scale 0 is the no-effect control and ±100 the full control effect
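Pol kappa 10 nM + cpd, 15 min RT; start w/ substrate 50 nM final; fluorescence kinetic read, 0 and 10 min. Neg ctrl: buffer, no enzyme.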
APEX1 inh: blocks human APE1 abasic DNA cleavage; hit rate 0.35% among 350,000; Potency, µM (top dose mostly 65.8 µM), inactives show at the highest dose activity change, negative = inhibition, usual class: inhibitors; AID 2517; P27695; recombinant APE1, TAMRA/BHQ-2 abasic DNA cleavage fluorescence;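 further: plate controls were vehicle for no effect and reference inhibitor for full effect; nearly all actives have a fitted effect of over 55% in size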
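Endonuclease cleavage of a quenched abasic-site DNA duplex (50 nM) by APE1 (0.75 nM) was tracked by TAMRA dequenching. Compounds were preincubated with enzyme 15 min at room temperature; data normalized to buffer-only and DMSO wells plus NSC13755 control.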
BAZ2B block: BAZ2B (human) inhibition; Q9UIF8; AlphaScreen BAZ2B-H3K14Ac peptide displacement; Potency, µM (titrated, usually from 114 µM), for the others: top-dose activity change, negative = inhibition, most hits filed as inhibitors; hit rate 4.4% among 360,000; further: on the % scale 0 is the no-effect control and ±100 the full control effect; nearly all actives have a fitted effect of over 60% in size
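AlphaScreen displacement of biotin-H3(5-23)K14Ac peptide (50 nM final) from BAZ2B (50 nM final) in PBS pH 7.4, 0.01% Tween-20; complex preformed 30 min RT, then compounds (top 110 uM) 30 min RT, beads 20 min dark.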
Starred values were filed as active, the others as inactive; ? = inconclusive; nt = no result given; [ ] = another dose, or the depositor's remark. The call rests on the fitted dose curve; in most records, active means well fitted curve in the direction sought with a large enough effect; inconclusive means small, poorly fitted or top-dose-only effect, or another doubt; inactive means no such curve, though single readings can be large; an effect the other way counts as inactive or inconclusive. Potency means the concentration at half of the fitted maximal effect.

SMILES	Pol beta inh	G9a block	POLI inh	Pol eta inh	Apoferritin bind	BLM helicase inh	POLK inh	APEX1 inh	BAZ2B block
COc1ccc(C(C(=O)NC(C)(C)C)N(Cc2ccc(F)cc2)C(=O)CCC(=O)Nc2cc(C)on2)cc1 (stereo not drawn)	-1%	13%	-2%	-6%	-6%	-16%	4%	14%	2%
CCCC(C(=O)NCc1ccco1)N(CC1CCCO1)C(=O)CNS(=O)(=O)c1ccc(F)cc1 (stereo not drawn)	-4%	-2%	89%[activator]	-3%	0%	0%	-11%	10%	0%
Cc1ccccc1COC(=O)CNC(=O)c1sc2ccccc2c1Cl	nt	21%	28%	?	nt	nt	-6%	4%	29%
CNc1nc(-c2ccccc2CN(C)C)nc2ccccc12	nt	-17%[0.501 µM]	nt	nt	nt	130%[activator]	-2%[60.1 µM]	-3%	nt
Cc1ccc(CNC(=O)Nc2ccc(Cl)cc2)cc1	60%	nt	53%[activator]	-8%	-3%	-2%	4%	5%	2%
CC1CCN(S(=O)(=O)c2ccc(NC(=O)CN3CCCC(C)C3)cc2)CC1 (stereo not drawn)	21%	22%[12.7 µM]	14%	-19%	-12%	-4%	4%	2%	7%
Cc1ccc(N2C(=O)c3ccccc3C2Nc2cccnc2)nc1 (stereo not drawn)	1%	-50%	5%	-4%	-3%	-3%	0%	4%	-28%
Cc1ccc(S(=O)(=O)NCCNc2ccc(Br)c(C)c2)cc1	nt	nt	26%	-17%	nt	nt	-5%	8%	nt
CN(C)c1ccc(/C=N/N=C/c2ccccc2O)cc1	-16%	?	-6%	-19%	-7%	0%	-12%	6%	-10%
FC(F)(F)c1ccccc1Nc1nccs1	-3%	?	-4%	-7%	-5%	0%	-7%	0%	-2%
O=C(CSc1nc(-c2ccccc2F)nc2nc[nH]c12)Nc1c(Cl)cc(Cl)cc1Cl	-2%	17%[59 µM]	nt	nt	-6%	-8%	nt	-3%	-5%
CCCCC(=O)NNC(=S)NC(=O)C(c1ccccc1)c1ccccc1	12%	?	110%[activator]	-15%	-12%	-8%	1%	4%	-3%
O=C(NCc1ccc(Cl)cc1)c1cc2ccc3cccnc3c2[nH]1	?	-4%[59 µM]	-19%	-2%	-9%	2%	-17%	nt	10%[57.1 µM]
CCCCCCCCCn1cc(C(C)=O)c(=O)[nH]c1=O	28%	2%[12.7 µM]	25%	-7%	-11%	-2%	0%	15%	3%[57.1 µM]
O=C(Cn1nnc(-c2ccc(F)cc2)n1)Nc1cccc(S(=O)(=O)N2CCCC2)c1	nt	-2%[12.7 µM]	6%	?	nt	nt	-14%	22%	-8%
CC1(C)CC(=O)c2sc(NS(=O)(=O)c3ccc(F)cc3)nc2C1	1%	79µM*	17%	3%	-3%	-2%	-2%	2%	-25%
COc1ccc(CNC(=O)C2CCN(C(=O)c3ccc(-c4ccccc4)cc3)CC2)cc1	4%	4%	102%[activator]	11%	-13%	-8%	0%	-7%	-4%
CCc1cc(C(=O)NCC(c2cccs2)N2CCOCC2)sc1C (stereo not drawn)	nt	6%	14%	-3%	nt	nt	-1%	3%	5%
COc1ccc(/C=C(\C#N)C(=O)OCC(=O)NCc2ccccc2Cl)cc1	31%	nt	-10%	2%	-10%	-5%	-8%	17%	0%
CCN(CC)S(=O)(=O)c1ccc(C)c(NC(=S)N2CCN(c3ccccn3)CC2)c1	30%	32µM*	17%	-5%	10%	-10%	0%	13%	-17%
Cc1cc(C)c(NC(=O)CS(=O)CC(=O)NCC2CCCO2)c(C)c1 (stereo not drawn)	0%	?	52%[activator]	-22%	-6%	0%	-2%	24%	10%
N#CC1=C(N)NC(SCc2ccccc2)=C(C#N)C12CCCCC2	0%	?	12%	-12%	?	-19%	-9%	9%	-13%
COc1ccc(Cc2nc3ccc(C(=O)N4CCCC4)cc3o2)cc1OC	?	-9%	19%	-4%	4%	1%	5%	-8%	-12%[57.1 µM]
CCNc1nc(NCC)nc(Nn2cnnc2)n1	?	-4%	-5%	1%	2%	-1%	-7%	1%	8%
CCN(CC)S(=O)(=O)c1cccc(C(=O)OCC(=O)NCc2ccccc2OC)c1	nt	-32%	33%[activator]	-15%	nt	nt	-2%	21%	-2%
CCCC(C)NC(=O)c1cccc(Oc2ccccc2)c1 (stereo not drawn)	2%	48%	69%[activator]	2%	-22%	2%	-17%	-2%	53%[activator]
COCc1cc(C)nc(N2CCOCC2)c1C#N	51%	?	-6%	0%	-13%	1%	-15%	-7%	-4%
C=CCNC(=O)C1CC2Cn3c(nc4cc(Cl)c(Cl)cc43)C2N1C (stereo not drawn)	nt	7%[2.33 µM]	8%	-18%	nt	nt	-10%	10%	7%
O=C1C2C3C=CC(CC3)C2C(=O)N1c1cccc(Br)c1 (stereo not drawn)	3%	nt	75%[activator]	-20%	?	-1%	-7%	-4%	20%
Clc1ccc(/C=N/Nc2nnc(-c3ncc[nH]3)c3ccccc23)cc1	19%	20%[59 µM]	-1%	3%	?	-4%	-18%	-2%	-25%
Cc1ccnc(SCCn2c(N3CC(C)OC(C)C3)nc3c2c(=O)n(C)c(=O)n3C)n1 (stereo not drawn)	41%	13%	38%[activator]	0%	-3%	-2%	5%	12%	1%
O=C1CN=CN=CN1c1ccc(Cl)cc1Cl	-1%	?	25%	-10%	-10%	-1%	12%	5%	-6%
COc1ccccc1-c1nnc(SCC(=O)NCc2cccs2)n1N	4%	6%	29%	-7%	-6%	-2%	-1%	3%	-11%
COc1ccc(CCNC(=O)C2CCN(C(=O)c3ccc(Cl)cc3)CC2)cc1	?	7%	28%	-15%	-8%	-2%	5%	12%	-2%
COc1ccc(CN2CCNC(=O)C2CC(=O)NCCc2nc(C)c(C)s2)c(OC)c1 (stereo not drawn)	4%	?	-10%	-13%	-14%	-3%	-5%	4%	-16%
CCn1cc(CN2CCC(C(=O)Nc3cccc(-c4cccc(Cl)c4)c3)CC2)c(C)n1	0%	20%	-13%	-16%	-22%	20%	3%	12%	-23%
CC(Sc1nc(-c2ccccc2)c(C#N)c(=O)[nH]1)C(=O)Nc1ccc(F)cc1 (stereo not drawn)	20%	-22%[59 µM]	-19%	5%	-4%	0%	-7%	nt	-14%
CCCc1nnc(SCCSc2nnc(CCC)n2N)n1N	0%	13%[12.7 µM]	10%	-1%	1%	1%	-2%	-3%	-2%
Cc1ccc(NC(=O)COC(=O)[C@@H]2CCCN2C(=O)c2cccs2)cc1S(=O)(=O)N(C)C	22%	-8%[59 µM]	-11%	-2%	-1%	3%	-21%	25%	-8%
COc1cccc(/C=N/n2c(C3CCCCC3)n[nH]c2=S)c1	19%	2.5µM*	-8%	-6%	-18%	-8%	-12%	-4%	-34%
O=c1c(-c2ccc(F)cc2)nc2cnc(Oc3ccccc3)nc2n1C[C@H]1CCCO1	nt	16%[12.7 µM]	nt	nt	nt	-5%	-7%[60.1 µM]	-3%	nt
O=C(c1ccc(S(=O)(=O)NCC2CCCO2)cc1)N1CCc2ccccc21 (stereo not drawn)	3%	-8%[59 µM]	4%	-12%	8%	0%	-14%	11%	4%
CCOC(=O)C1=NNC2(CC(=O)N(c3cccc(C)c3)C2=O)C1 (stereo not drawn)	-2%	8%	20%	-2%	-6%	2%	1%	7%	-21%
Cc1ccc(C)c(N2CCN(S(=O)(=O)c3cn(C)cn3)CC2)c1	20%	-5%	-4%	-10%	-9%	-1%	-4%	-11%	-26%
COc1ccc(C2CC(=O)Oc3c(C(CCN4CCCC(C)C4)c4cc(OC)c(OC)c(OC)c4)c(OC)cc(OC)c32)cc1 (stereo not drawn)	nt	nt	-3%	nt	?	-5%	-6%	-3%	nt
CCCc1cc(=O)[nH]c(SCC(=O)N2CCN(S(=O)(=O)c3ccc4ccccc4c3)CC2)n1	-1%	13%[59 µM]	8%	-10%	-3%	-1%	-13%	2%	-20%
COc1ccc(CCNC(=O)c2ccc3c(c2)sc2nc(-c4ccc(C)cc4)cn23)cc1OC	-12%	5%[59 µM]	6%	-18%	-1%	-7%	-6%	nt	-1%
Cc1cc(C)cc(Oc2ccccc2/C=C\C(=O)O)c1	-1%	-7%[59 µM]	8%	8%	7%	-2%	0%	?	-3%

Entries of single compounds from above:
Results for O=C(c1ccc(S(=O)(=O)NCC2CCCO2)cc1)N1CCc2ccccc21 (stereo not drawn) : Pol beta inh = 3%; G9a block = -8%[59 µM]; POLI inh = 4%; Pol eta inh = -12%; Apoferritin bind = 8%; BLM helicase inh = 0%; POLK inh = -14%; APEX1 inh = 11%; BAZ2B block = 4%
Results for Cc1ccc(C)c(N2CCN(S(=O)(=O)c3cn(C)cn3)CC2)c1 : Pol beta inh = 20%; G9a block = -5%; POLI inh = -4%; Pol eta inh = -10%; Apoferritin bind = -9%; BLM helicase inh = -1%; POLK inh = -4%; APEX1 inh = -11%; BAZ2B block = -26%

Going on with the list.
SMILES	Pol beta inh	G9a block	POLI inh	Pol eta inh	Apoferritin bind	BLM helicase inh	POLK inh	APEX1 inh	BAZ2B block
CCOc1ccc(S(=O)(=O)NCc2csc(C)n2)cc1	16%	3%[59 µM]	6%	-12%	-13%	3%	-2%	2%	-6%
CCOC(=O)C1CCN(C(=O)c2cccnc2Oc2ccc(Cl)cc2)CC1	?	11%	0%	-1%	-7%	0%	-2%	-5%	-4%
Cc1ccc(NC(=O)CN2CCOCC2)cc1	-23%	-6%	134%[activator]	-19%	-2%	-2%	-10%	26%	-1%
O=C1NC(=Nc2cccc(O)c2)S/C1=C\c1cccnc1	1%	37%[59 µM]	-2%	-9%	5%	-8%	20%	2%	-3%
Cc1cccc(N2CCN(S(=O)(=O)c3ccc4c(c3)NC(=O)C(C)S4)CC2)c1C (stereo not drawn)	54%	13%	-14%	-13%	-13%	-9%	-4%	25%	-21%
COc1cccc(CN2CC34CC(c5ccc(C(C)=O)cc5)C(CC3S2(=O)=O)O4)c1 (stereo not drawn)	nt	nt	-18%	nt	-7%	5%	-3%	11%	nt

Source: PubChem (National Center for Advancing Translational Sciences (NCATS))

This is a subset. The share of hits here may be higher or lower than overall.
